HIV RNase H inh: blocks HIV-1 RNase H cleavage of RNA/DNA duplex; AID 565; P04585; RT-RNase H RNA/DNA duplex cleavage, fluorescence; inhibition, % at 10 µM; 65,000 compounds, 1.9% hits; in the data active = inhibition above about 50%
RmlCD inh mix: inhibitors of RmlC and RmlD coupled enzymes. inhibition, % at 5.5 µM. RmlC/RmlD coupled enzyme inhibition, 384-well mixture HTS. 110,000 compounds, 0.39% hits; in the data active = inhibition above about 30%, passing the limit was not always enough; inconclusive = no clear call, values can overlap the other calls; also: strong numbers were not always called active
An asterisk follows results filed as active; ? = inconclusive; . = no result given. This is a subset, so the mix of outcomes need not match the whole.

item	compound	HIV RNase H inh	RmlCD inh mix
1	N[C@@H](Cc1ccc(O)cc1)c1nnc([C@H](CO)NC(=O)C2CCNCC2)o1	.	-14
2	CCOC(=O)C1=C(CSc2nccn2C)NC(=O)NC1c1ccc(OC)cc1 (stereo not given)	.	-14
3	COc1ccccc1-c1cc(C(=O)N/N=C/c2sccc2C)c2ccccc2n1	.	6
4	CCC1(C)Cc2ccccc2-c2nc(NCCO)n(-c3ccccc3)c(=O)c21 (stereo not given)	2	-1
5	COc1ccc2nc(NC(=O)CSc3nnc4n3C(C)(C)Cc3ccccc3-4)sc2c1	-40	14
6	CC1=CC(=O)c2ccccc2C1=O	.	8
7	CCOC(=O)c1sc2nc(CC(=O)OC)nc(NCCN(CC)CC)c2c1C	.	-14
8	Clc1ccc(OCc2nn3c(-c4ccco4)nnc3s2)c(Cl)c1	28	12
9	O=c1[nH]c2ccccc2n2c(-c3ccncc3)nnc12	.	-8
10	O=C(CN(CCc1ccccc1)C(=O)CN1C(=O)COc2ccccc21)NCc1ccco1	-12	9
11	CCN(CC)CCCN(Cc1cc2cc(OC)ccc2[nH]c1=O)C(=O)Nc1ccc(F)cc1	-2	.
12	Nc1nonc1C(=O)NCCNCc1ccccc1	.	2
13	Cn1cc(C(=O)c2ccc(F)cc2)cc1-c1nc2ccccc2n1C	11	-16
14	COC(=O)c1cc2c(=O)n3cccc(C)c3nc2n(Cc2cccnc2)c1=N	-22	.
15	Cc1cc(C)n(-c2nc(-c3cccc(Cl)c3)cs2)n1	-32	-6
16	O=C1CN(C(=O)CC2c3ccccc3-c3ccccc32)CC(=O)N1	-23	3
17	Cc1cc(C)nc(N(C#N)Cc2ccccc2Cl)n1	-77	3
18	CCOC(=O)c1sc(=S)n(-c2ccccc2)c1SC	.	8
19	COc1ccc(CNC(=O)/C=C/c2ccc(OCCCF)cc2)cc1OC	.	7
20	O=C(NCC(=O)N(Cc1ccco1)C(C(=O)NC1CCCC1)c1cccnc1)c1ccco1 (stereo not given)	.	3
21	CCCCCCn1c(NCC)nc2c1c(=O)n(C)c(=O)n2C	4	4
22	Cc1cc(C)nc(SCCc2ccncc2)n1	-9	-20
23	O=c1[nH]c2cc(Br)cnc2nc1/C=C(\O)c1ccc(F)cc1	.	2
24	CCNCC(O)COCC(O)CNCC (stereo not given)	-4	-6
25	Cc1ccc(N2C(=O)c3n[nH]c(C)c3C2c2ccco2)cc1 (stereo not given)	-7	5
26	O=S(=O)(CCN1CCN(C(c2ccccc2)c2ccccc2)CC1)C(F)(F)F	9	-7
27	Cc1c(CCO)c(=O)n(C)n1C(=O)c1ccc(Cl)cc1	.	9
28	COc1ccc(NC(=O)N(CCN2CCCC2)Cc2cc3cc(OC)c(OC)cc3[nH]c2=O)cc1	-23	.
29	c1cc(-n2cnnn2)ccc1NC1=NCCC1	-3	-14
30	Cc1cc(C)n2nc(SCC(=O)c3cc(C)n(-c4cc(C)on4)c3C)nc2n1	2	9
31	O=C1c2ccccc2C(=O)c2c1cccc2N1CCN(Cc2ccccc2)CC1	.	27
32	CSc1ccc(NC(=O)NCCN2CCc3ccccc3C2)cc1	.	14
33	COc1ccc(-n2nc(C(=O)NCC(=O)NCC3CCCO3)c3ccccc3c2=O)c(OC)c1 (stereo not given)	-11	16
34	CCOC(=O)C1CCN(S(=O)(=O)c2cc(Br)cc3c2N(C(C)=O)C(C)C3)CC1 (stereo not given)	-14	-11
35	O=c1cc(-c2c(F)c(F)c(F)c(F)c2F)oc2c(F)c(F)c(F)c(F)c12	-6	3
36	COCCN(C(=O)c1csnn1)C(C(=O)NC(C)(C)C)c1cccc(OC)c1 (stereo not given)	-9	1
37	COc1ccc(C(=O)c2no[n+]([O-])c2C(=O)c2ccc(OC)cc2)cc1	8	2
38	COc1ccc(S(=O)(=O)Nc2ccc(NC(C)=O)cc2)cc1	.	9
39	O=C(c1ccco1)N1CCN(C(c2cccs2)c2sc3ncnn3c2O)CC1 (stereo not given)	-1	?
40	CCn1cc(Br)c(C(=O)NN)n1	.	1
41	COc1ccccc1N1CCN(CCNC(=O)Nc2cccc(C)c2C)CC1	-2	.
42	O/N=C1\CCC\C1=C/c1ccco1	-4	-12
43	COc1ccc(NC(=O)C(NS(=O)(=O)c2ccc3c(c2)CCCN3C(C)=O)C(C)C)c(OC)c1 (stereo not given)	-14	0
44	CCC(=O)Nc1nnc(C)s1	.	7
45	COc1ccc(C(=O)Nc2ccccc2)cc1S(=O)(=O)Nc1cc(C)on1	3	5
46	Cc1ccc(S(=O)(=O)NCCOCCNS(=O)(=O)c2ccc(C)cc2)cc1	3	-19
47	Cc1ccsc1/C=N/N1CCN(C2c3ccccc3-c3ccccc32)CC1	.	4
48	Cn1c(COc2ccc(Cl)cc2)nnc1SCC(=O)NC1CCCCC1	10	3
49	Cc1[nH]n2c(=O)c3c(nc2c1-c1cccc2ccccc12)CCC3	.	-4
50	N#Cc1nc(Cc2cccc3ccccc23)oc1NCc1ccc(F)cc1	-16	-1

Next part
item	compound	HIV RNase H inh	RmlCD inh mix
51	Cc1occc1-c1nnc(SCC(=O)N(C)C)o1	.	-21
52	CC1=C(C(=O)Nc2cccnc2)C(c2ccccn2)n2nnnc2N1 (stereo not given)	-1	21
53	N#Cc1nc(-c2cccs2)oc1NCc1ccc2c(c1)OCO2	-21	-34
54	CCN(C(=O)Cn1c(=O)oc2ccccc21)C1CCS(=O)(=O)C1 (stereo not given)	.	-14
55	Cc1cccnc1NC(=O)c1c(O)c2cccc3c2n(c1=O)CCC3	-5	.
56	CCCCCn1c(CN2CCN(C(=O)c3ccco3)CC2)nc2c1c(=O)n(C)c(=O)n2C	-15	-13
57	CC1CCN(CCCNC(=O)C2CCN(S(=O)(=O)N3CCCCC3)CC2)CC1	1	9
58	O=C(CSc1nc(-c2ccco2)cc(C(F)(F)F)n1)N1CCN(c2ccc(Cl)cc2)CC1	.	12
59	OC1C2(Cc3ccccc3)CN3CCN(C2)CC1(Cc1ccccc1)C3 (stereo not given)	.	-11
60	COc1ccc(-c2nnc(SCC(=O)c3ccc[nH]3)o2)cc1	.	-12
61	Cc1csc(NC(=O)CN2C(=O)C3CC=CCC3C2=O)n1 (stereo not given)	.	-15
62	O=c1[nH]c2cc3c(cc2cc1CN(Cc1nnnn1C1CCCC1)C1CCCC1)OCCO3	.	10
63	COc1ccc(C[C@H]2CN3C(=NC[C@@H]3Cc3ccccc3)N2CCNC(=O)CCC2CCCCC2)cc1	.	-18
64	COc1ccc(C)cc1NC(=O)CN1CCN(CC(=O)Nc2ccccc2F)CC1	-4	.
65	CCN(CC)CCCNC(=O)C1CCCN(c2nnc(N3CCCC3=O)s2)C1 (stereo not given)	.	9
66	COC(=O)Cn1c2[n+](c3ccccc31)CC(O)CS2 (stereo not given)	.	-16
67	CC1Cc2ccccc2N1C(=O)c1cc2c(=O)n3ccccc3nc2n1C (stereo not given)	-7	4
68	Cc1cc(C)n(C(CC(=O)O)C(=O)O)n1 (stereo not given)	-2	2
69	COc1ccc(C(C)=O)cc1COC(=O)c1cnc(C)cn1	-5	-11
70	C=C(C)CSc1nnc(CCNC(=O)OC(C)(C)C)o1	-1	2
71	CCCC(=O)c1c(O)[nH]c(=O)[nH]c1=O	-22	-7
72	COc1ccccc1-n1c(O)c(C=NC2CC2)c(=O)[nH]c1=O	.	-19
73	Nn1c(=O)[nH]c2ccccc2c1=O	.	-5
74	COCCN1C=C2C(=O)C(C)(OC(=O)C3CCCC3)C(=O)C=C2C=C1c1ccsc1 (stereo not given)	.	7
75	CS(=O)(=O)N(CC(=O)NCc1ccc(Cl)cc1)C1CCCCC1	.	-11
76	COc1ccc([N+](=O)[O-])cc1NCc1ccccc1C	.	-12
77	COc1ccc(NC(=O)CN(C)C(=O)c2ccc(C)s2)cc1	.	13
78	O=C(C1=C[C@H](C2CC2)C[C@H](OCc2ccc(CO)cc2)O1)N1CCN(Cc2ccc3c(c2)OCO3)CC1	.	-22
79	COc1ccc(S(=O)(=O)N(C)CC(=O)Nc2cccc(C(C)=O)c2)cc1Cl	.	7
80	CCOC(=O)c1c(C)nc2sc(C(=O)Nc3ccc(OC)cc3)c(N)c2c1-c1ccc(OC)cc1	.	-40
81	Cc1ccc(-n2nnnc2SCC(=O)c2cc(C)n(CC3CCCO3)c2C)cc1 (stereo not given)	2	-16
82	Cc1ccc(C)c(Cc2c(C)nc3c(C(=O)N4CCOCC4)cnn3c2C)c1	-1	12
83	CCCC(=O)N(CCN(Cc1ccccc1)C(=O)CCC)Cc1ccccc1	.	-12
84	CCn1c(=O)cc(SCC(=O)NCc2ccc3c(c2)OCO3)c2ccccc21	-11	-4
85	O=C(NCc1ccco1)c1nc2c(nnn2Cc2ccccc2Cl)c(=O)[nH]1	.	-11
86	O=C(c1ccccc1)n1c(=S)nc2ccccn21	30	-4
87	CCOC(=O)CCC(=O)N1CCOCCOCCOCC1	.	-9
88	O=C(C1=C[C@H](C2CCCCC2)C[C@H](OCCCCO)O1)N1CCN(Cc2ccccc2)CC1	.	-11
89	Cc1ccc(CNC(=O)C(C)OC(=O)c2cccs2)cc1 (stereo not given)	.	-8
90	CCCN1CC(C)C(OC(C)=O)(c2ccccc2)CC1C (stereo not given)	.	4
91	Cc1ccc(S(=O)(=O)N2CCN(C(=O)c3cc4c(C)nn(-c5ccccc5C)c4s3)CC2)cc1	.	64
92	O=C1CN(C(=O)CN2CCOCC2)C(c2ccccc2)c2cc(Br)ccc2N1 (stereo not given)	-10	-12
93	Cc1ccc(C(=O)N(c2ccccn2)C(C)c2ccco2)cc1C (stereo not given)	.	22
94	CCOC(=O)C1C(=O)OC(C)(C)C1C(C)C(=O)c1ccc(C)cc1 (stereo not given)	.	2
95	O=C1/C(=C/c2cccc(F)c2)CSc2sccc21	.	13
96	Clc1ccc2[nH]cc(-c3nnnn3-c3ccc4ccccc4c3)c2c1	.	-10
97	CC(C)n1c(N2CCN(CC(=O)Nc3ccc4c(c3)OCCO4)CC2)nc2ccccc21	3	107
98	COc1ccc(-c2cc(C(F)(F)F)n3nc(C(=O)N4CCCCC4)cc3n2)cc1	4	-41
99	CCC(=O)OCCCCCCOc1ccc(C(=O)O)cc1	.	-10
100	COc1nc(OC)nc(N2CCC(NC(=O)C(Cc3ccc(C(C)C)cc3)NC(C)=O)CC2)n1 (stereo not given)	0	8

Reprinted at random: 2 records from the list
item	compound	HIV RNase H inh	RmlCD inh mix
97	CC(C)n1c(N2CCN(CC(=O)Nc3ccc4c(c3)OCCO4)CC2)nc2ccccc21	3	107
95	O=C1/C(=C/c2cccc(F)c2)CSc2sccc21	.	13

Next section.
item	compound	HIV RNase H inh	RmlCD inh mix
101	CC(=O)[C@H]1CC[C@H]2[C@@H]3CC[C@H]4C[C@H](O)CC[C@]4(C)[C@H]3C(=O)C[C@]12C	21	9
102	O=C(NCc1ccco1)c1nn2c(C(F)(F)F)cc(-c3cccs3)nc2c1Br	.	-6
103	CCc1cc2c(=O)[nH]c(Cc3ccccc3)nc2s1	.	-27
104	CCOC(=O)N1CCN(C(=O)C(C)N(c2ccc(Oc3ccccc3)cc2)S(C)(=O)=O)CC1 (stereo not given)	-2	5
105	[O-][N+]1=c2ccc(Nc3ccccc3)cc2=NC12CCCCC2	2	6
106	Cc1cc(/C=N/n2cnnc2)c(C)n1-c1ccc(OCc2ccc(Cl)cc2)cc1	.	5
107	CC(=O)/C(=C\Nc1ccc(OCc2ccccc2)cc1)c1ccccc1	.	22
108	COc1ccc(OC)c(NC(=O)C2C3CCC(C3=C(C)C)C2C(=O)O)c1 (stereo not given)	4	-9
109	CC(C)Oc1ccc2c3c(c(=O)oc2c1)CCC3	-30	1
110	O=C(CN1C(=O)c2cccc3cccc(c23)C1=O)N1CCCCCC1	.	0
111	Cn1c(O)c(C=NCCc2c[nH]c3ccccc23)c(=O)n(C)c1=O	-10	2
112	CC(=Nc1ccc2c(c1)CCC2)c1c(O)n(C)c(=O)n(C)c1=O	-14	.
113	O=C(CSc1nnc(-c2ccc3c(c2)OCCO3)o1)N1CCCC1	-4	-6
114	CCCC(=O)Nc1sc2c(c1C#N)CCCCC2	.	13
115	N#Cc1c(-c2ccccc2)cc(-c2ccccc2)nc1SCc1nnc(-c2ccccc2)o1	.	-52
116	Cc1cnc(NC(=O)CSc2nnc(Cc3ccccc3)o2)s1	-17	13
117	O=c1cc(CO)oc(C(Nc2ccccn2)c2ccccc2F)c1O (stereo not given)	-1	1
118	COC(=O)CSc1nnc2c(C)cc3cc4c(cc3n12)OCCO4	-5	.
119	CSc1nc(-c2ccc(Cl)cc2)nn1S(=O)(=O)c1ccccc1	.	1
120	CCn1c(=S)[nH]c2ccccc21	.	5

6 entries from above, with one line to a screen.
116	Cc1cnc(NC(=O)CSc2nnc(Cc3ccccc3)o2)s1
113	O=C(CSc1nnc(-c2ccc3c(c2)OCCO3)o1)N1CCCC1
119	CSc1nc(-c2ccc(Cl)cc2)nn1S(=O)(=O)c1ccccc1
117	O=c1cc(CO)oc(C(Nc2ccccn2)c2ccccc2F)c1O (stereo not given)
120	CCn1c(=S)[nH]c2ccccc21
115	N#Cc1c(-c2ccccc2)cc(-c2ccccc2)nc1SCc1nnc(-c2ccccc2)o1

assay / compound	116	113	119	117	120	115
HIV RNase H inh	-17	-4	.	-1	.	.
RmlCD inh mix	13	-6	1	1	5	-52

Next part:
item	compound	HIV RNase H inh	RmlCD inh mix
121	CC(CN1CCCCC1)OC(=O)c1ccc(Cl)cc1 (stereo not given)	-11	6
122	COCCNC(=O)c1ccc(NS(C)(=O)=O)cc1	0	-14
123	Cc1ccc(N2C(=O)c3ccc(C(=O)N4CCN(c5ccccc5F)CC4)cc3C2=O)cc1	1	7
124	CSc1cccc(NC(=O)c2ccco2)c1	-3	-11
125	O=C(CCC1CCCCC1)N1CCN(Cc2ccc3c(c2)OCO3)CC1	-22	-7
126	O=C(NCc1ccco1)c1cc2nc(-c3ccc4c(c3)OCO4)cc(C(F)(F)F)n2n1	16	-4
127	C=C(Br)Cn1c(CC)nc2ccccc21	.	-12

Screening results (PubChem)
